Screening data deposited in PubChem BioAssay by several laboratories.
PfHsp40 rescue = compounds rescuing yeast from Plasmodium falciparum HSP40 toxicity; S. cerevisiae expressing PfHsp40, growth rescue, ATP luminescence; growth rescue, % at 12.5 µM; actives 0.68% (n = 340,000); in the data active means growth rescue above about 28%, passing the limit was not always enough; inconclusive means no clear call, values can overlap the other calls;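 further: yeast W303a lacking pdr1 and pdr3 grown in galactose medium; growth measured after three days at 30 °C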
TcdB GH inh = inhibitors of Clostridioides difficile toxin B glycohydrolase; P18177; TcdB glycohydrolase enzymatic assay, plate reader; inhibition, % at 9.99 µM; actives 0.24% (n = 350,000); AID 652162; in the data active means inhibition above about 10%
Target sequence (P18177 whole entry, looked up): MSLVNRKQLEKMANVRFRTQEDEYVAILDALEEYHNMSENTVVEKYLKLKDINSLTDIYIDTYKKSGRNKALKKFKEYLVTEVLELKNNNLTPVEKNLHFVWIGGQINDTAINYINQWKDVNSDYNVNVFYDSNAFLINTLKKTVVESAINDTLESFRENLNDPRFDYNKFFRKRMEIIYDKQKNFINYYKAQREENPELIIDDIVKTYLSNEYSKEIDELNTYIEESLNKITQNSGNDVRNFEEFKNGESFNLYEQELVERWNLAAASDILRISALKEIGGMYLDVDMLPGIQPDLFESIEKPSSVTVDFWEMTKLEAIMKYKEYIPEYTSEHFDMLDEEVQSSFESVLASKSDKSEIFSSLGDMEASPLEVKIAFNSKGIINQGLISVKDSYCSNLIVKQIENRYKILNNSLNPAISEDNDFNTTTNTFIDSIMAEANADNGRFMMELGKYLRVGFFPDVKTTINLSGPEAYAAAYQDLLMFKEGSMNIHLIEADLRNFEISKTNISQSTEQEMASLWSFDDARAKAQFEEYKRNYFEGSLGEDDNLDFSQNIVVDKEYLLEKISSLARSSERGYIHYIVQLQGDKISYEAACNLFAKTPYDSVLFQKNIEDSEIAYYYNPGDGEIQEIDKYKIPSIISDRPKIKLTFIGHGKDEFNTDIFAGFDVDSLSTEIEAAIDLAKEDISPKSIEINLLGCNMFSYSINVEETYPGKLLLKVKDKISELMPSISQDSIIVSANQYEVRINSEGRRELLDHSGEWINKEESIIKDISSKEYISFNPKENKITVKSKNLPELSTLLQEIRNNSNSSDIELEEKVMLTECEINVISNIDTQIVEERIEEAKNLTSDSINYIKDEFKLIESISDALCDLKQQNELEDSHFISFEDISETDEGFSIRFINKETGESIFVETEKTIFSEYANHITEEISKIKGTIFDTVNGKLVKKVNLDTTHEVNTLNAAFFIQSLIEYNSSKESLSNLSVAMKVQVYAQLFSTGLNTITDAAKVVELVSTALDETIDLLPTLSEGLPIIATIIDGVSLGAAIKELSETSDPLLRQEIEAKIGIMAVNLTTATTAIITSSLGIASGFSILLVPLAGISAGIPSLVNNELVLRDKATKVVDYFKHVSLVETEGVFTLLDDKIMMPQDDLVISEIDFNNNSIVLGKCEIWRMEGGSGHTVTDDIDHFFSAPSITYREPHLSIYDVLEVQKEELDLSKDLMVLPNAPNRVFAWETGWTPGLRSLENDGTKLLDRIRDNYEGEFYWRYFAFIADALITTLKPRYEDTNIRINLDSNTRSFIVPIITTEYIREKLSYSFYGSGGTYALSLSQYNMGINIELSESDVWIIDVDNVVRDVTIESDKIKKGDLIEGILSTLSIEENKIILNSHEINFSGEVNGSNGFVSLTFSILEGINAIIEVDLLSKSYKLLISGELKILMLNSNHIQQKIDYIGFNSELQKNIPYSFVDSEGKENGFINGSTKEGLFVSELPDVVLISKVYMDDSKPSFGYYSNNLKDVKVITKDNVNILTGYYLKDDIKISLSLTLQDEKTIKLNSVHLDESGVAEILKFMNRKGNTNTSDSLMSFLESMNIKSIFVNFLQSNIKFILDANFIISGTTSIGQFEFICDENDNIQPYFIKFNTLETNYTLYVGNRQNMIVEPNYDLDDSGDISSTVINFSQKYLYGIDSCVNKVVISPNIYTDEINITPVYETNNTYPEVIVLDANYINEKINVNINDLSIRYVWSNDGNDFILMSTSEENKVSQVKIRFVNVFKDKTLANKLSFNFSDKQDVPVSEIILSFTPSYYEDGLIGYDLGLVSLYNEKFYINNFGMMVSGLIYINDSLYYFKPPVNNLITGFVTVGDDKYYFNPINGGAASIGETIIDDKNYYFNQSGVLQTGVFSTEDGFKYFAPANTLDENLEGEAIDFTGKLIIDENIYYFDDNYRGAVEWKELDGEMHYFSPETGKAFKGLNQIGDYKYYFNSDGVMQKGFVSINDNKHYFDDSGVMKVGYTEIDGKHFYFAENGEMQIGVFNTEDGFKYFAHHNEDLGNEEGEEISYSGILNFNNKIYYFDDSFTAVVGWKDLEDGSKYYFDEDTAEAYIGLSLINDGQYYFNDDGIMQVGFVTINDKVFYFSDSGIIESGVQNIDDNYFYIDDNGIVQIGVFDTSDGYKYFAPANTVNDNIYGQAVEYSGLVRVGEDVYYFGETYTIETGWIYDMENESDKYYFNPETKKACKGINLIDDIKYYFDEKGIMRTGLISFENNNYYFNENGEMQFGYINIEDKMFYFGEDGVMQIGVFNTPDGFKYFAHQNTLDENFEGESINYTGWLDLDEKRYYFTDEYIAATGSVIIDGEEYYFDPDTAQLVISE
Anthrax LF prot = anthrax lethal factor protease inhibition; P15917; multiplex microsphere protease cleavage assay, LF; inhibition, % at 10 µM; actives 0.12% (n = 360,000); AID 588501; further: plate controls were buffer without enzyme for full effect and enzyme alone for no effect
Vc quorum ag = inducers of Vibrio cholerae quorum light production without autoinducers | V. cholerae BH1578 lux reporter, luminescence, 6 h | activation, % at 18.7 µM | actives 0.16% (n = 350,000) | AID 588436; in the data active means activation mostly above about 9.7%, no sharp cut-off; inconclusive means no clear call, values can overlap the other calls; inactive means mostly below about 3.7%; further: not every result past the cut was called active; inactives centre near 0; reference of the scale not given here
BoNT A protease = BoNT A light chain protease inhibition; multiplex microsphere protease substrate cleavage, flow cytometry; inhibition, % at 10 µM; actives 0.17% (n = 360,000); AID 588499; further: plate controls were buffer without enzyme for full effect and enzyme alone for no effect
CCHF vOTU inh = blocks the CCHF virus ovarian tumor domain protease. CCHFV vOTU protease, Pep-AMC fluorescence. inhibition, % at 11.5 µM. actives 0.55% (n = 370,000); in the data active means inhibition above about 30%; further: 0% = vehicle wells with enzyme and 100% = no enzyme wells
PriA SSB inh = blocks PriA binding to SSB C-terminal tail | inhibition, % at 33 µM | actives 0.6% (n = 430,000) | AlphaScreen SSBct-PriA binding, biotinylated peptide; in the data active means inhibition mostly above about 37%, no sharp cut-off; inactive means mostly below about 20%;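 further: plate controls were negative control peptide for no effect and reference peptide for full effect; strong numbers were not always called active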
DUSP3 inh = inhibitors of human VHR1 phosphatase (DUSP3); recombinant VHR phosphatase, pNPP absorbance; inhibition, % at 13.3 µM; actives 0.52% (n = 290,000); in the data active means inhibition above about 50%; further: some compounds called inactive have numbers as strong as hits
3CLpro inhibitor = SARS-CoV 3CLpro protease inhibition; recombinant SARS-CoV 3CLpro, quenched FRET peptide cleavage; inhibition, % at 6 µM; actives 0.14% (n = 290,000); AID 1706; in the data active means inhibition above about 12%
Yp Topo-I inh = inhibitors of Yersinia pestis topoisomerase I | Y. pestis Topo-I cleavage product accumulation, plate reader | activity, % at 10 µM | actives 0.064% (n = 360,000) | AID 504884; in the data active means activity above about 50%, passing the limit was not always enough; inconclusive means no clear call, values can overlap the other calls; further: inactives centre near 2
An asterisk follows results filed as active; i = inactive; u = inconclusive; x = not tested or not shown; & = joins results of further samples. Unless noted, no stated cut-off is given here; in the data, active means inhibition above about 30%; inconclusive means no clear call, values can overlap the other calls; inactive means below that. Not all compounds are listed, so the mix of outcomes need not match the whole.

SMILES	PfHsp40 rescue	TcdB GH inh	Anthrax LF prot	Vc quorum ag	BoNT A protease	CCHF vOTU inh	PriA SSB inh	DUSP3 inh	3CLpro inhibitor	Yp Topo-I inh
CCN(NC(=O)C(O)(c1ccc(F)cc1)c1ccc(F)cc1)C(=O)c1ccccc1	-1.5	x	0	0.2	0.5	17	-8	13	-1	-6
CCOC(=O)N1CCN(C(=O)c2ccccc2N(Cc2ccccc2)S(=O)(=O)c2ccccc2)CC1	-0.8	0.9	2	i	-4.9	18	10	-9	-2	20
COc1ccc(C(CNC(=O)Cc2ccc(Cl)c(Cl)c2)N2CCCCC2)cc1 (stereo unspecified)	-0.2	-0.1	-2	-0.6	-2.5	-8	15	-17	-4	12
COc1nc(NS(=O)(=O)c2ccc(C)cc2)nc(C)c1Cl	0.3	x	-1	-3.6	-1.7	4	-25	-12	0	9
CCC(C(=O)Nc1ccc(Cl)cc1)N1CCCC1=O (stereo unspecified)	x	1.4	-1	i	-5.4	-15	-2	x	x	14
O=C(Nc1ccccc1)N(C1=NCCC1)c1ccccc1	-0.6	-0.9	-4	2.0	-0.8	-9	-10	-7	-1	26
S=C(NCCc1ccccc1)Nc1ccccc1Cl	0.1	x	-1	3.8	-0.8	-11	-11	1	1	6
CC(Sc1nnc(C(C)Oc2ccccc2F)o1)C(=O)NCc1ccc2c(c1)OCO2 (stereo unspecified)	0.9	0.5	4	-5.7	-0.6	-10	-4	x	x	12
C#CCOc1c(Br)cc(/C=C2/C(=O)ON=C2C)cc1OC	1.0	-1.6	20	i	-1.6	-2	-2	6	4	-4
Cc1ccc(NCC(O)C(O)C(O)CO)c(N=Nc2ccccc2)c1C (stereo unspecified)	0.0	1.3	-8	i	-1.1	16	16	7	0	-17
COc1ccc(OC)c(CCNC(=O)CS(=O)(=O)Cc2nc(-c3ccc(C)cc3)oc2C)c1	1.7	1.3	-1	i	-2.8	3	-11	29	6	5
CCCC(=O)Nc1nnc(/C=C/c2ccccc2)s1	-0.7	0.3	x	-2.3	x	-8	-22	29	3	-7
CCC[C@H]1CC(=O)C=C(c2ccsc2)ON1C(=O)OC(C)(C)C	0.8	3.1	-5	i	-0.2	-1	-34	x	x	18
C/C(=N/NC(=O)c1ccc(-c2ccccc2)cc1)c1cc(O)cc(O)c1	7.9	1.1	1	i	-2.2	-4	x	11	-5	-6
O=C(NCc1cccc(Cl)c1)c1cccc(S(=O)(=O)N2CCCCC2)c1	0.6	1.4	-6	-2.1	-0.2	7	-8	x	x	12
Cc1cc2nc3ccc(=[N+](C)C)cc-3sc2cc1N	0.0	x	20	-0.4	61*	x	83*	32	-1	419*
Cc1ccc(N=C2N=C(N)c3ccccc32)c(C)c1	1.0	x	-6	i	-1.2	11	6	6	2	-4
C/C(=N/NC(=O)CNc1ccc(C)cc1)c1ccc(Cl)cc1	-1.7	x	-4	-1.4	-2.1	4	x	-1	-1	2
Cc1cc(OCC(=O)OCC(=O)N(C)Cc2ccccc2C)ccc1Cl	-0.5	-0.1	x	0.3	x	14	10	x	x	31
O=C(CCNS(=O)(=O)c1ccc(Br)s1)NCc1ccc2c(c1)OCO2	-2.1	0.5	5	-0.4	0.8	-9	-11	16	2	-1
CCc1ccc(-n2c(C)cc(/C=N/NC(=O)c3ccncc3)c2C)cc1	-0.7	-0.5	-3	i	1.2	-5	x	12	2	9
CCCCCn1c(Br)nc2c1c(=O)n(CC(N)=O)c(=O)n2C	-1.1	x	-4	-0.2	0.6	-2	0	-5	-2	-1
CCCCNC(=O)/C(C#N)=C/c1ccc(F)cc1F	-0.8	-0.1	-7	-1.4	-0.2	-3	1	5	4	0
CCCn1c2c(c(=N)c3c1CCC3)CCC2	-0.6	0.5	-12	-0.4	-5.8	-10	-7	13	-4	0
Cc1ccc2c(N)[nH]nc2n1	-0.5	2.0	-1	-0.8	-0.4	-10	-16&5&-14	7	7	7
Cc1cccc(NS(=O)(=O)c2cccc([N+](=O)[O-])c2)n1	-0.8	0.3	-3	i	0.9	-11	-15	12	-1	-2
COc1ccc(-c2c(C(F)(F)F)nn(C)c2NC(C)=O)cc1	0.5	1.3	4	-0.6	0.0	-1	0	16	5	0
CCc1cccc(C)c1NC(=O)Cc1ccsc1	-0.8	-0.5	2	-0.2	0.0	10	1	10	-1	3
CC1=CC(C)(C)n2c(O)c(N=NC(N)=S)c3c(C)ccc1c32	14	x	-1	-0.3	-0.8	-1	2	0	0	-6
C=CCNc1nc(Cl)nc(Nc2ccc(OC)cc2OC)n1	-0.6	-0.1	1	1.0	0.4	11	8	20	6	3
Cc1ccc(Sc2ccc(N)cc2C#N)cc1	0.6	x	1	i	1.9	10	-8	x	5	1
COc1ccccc1OCc1cc(-c2ccccc2)no1	0.4	-0.1	0	-0.4	-0.9	-6	-51	8	0	21
O=C(NCc1ccc(F)cc1)c1cc(C2CCCCN2C(=O)CCc2ccccc2)on1 (stereo unspecified)	x	0.1	-2	-0.4	-0.3	3	x	x	x	28
CCc1ccc(OCCNC(=O)c2cc(SC)ccc2Cl)cc1	-0.6	x	0	i	-0.4	6	3	10	7	28
O=C(NNC(=O)C12CC3CC(CC(C3)C1)C2)c1cccc(O)c1	0.9	-0.3	-5	-0.5	-3.7	-7	-11	31	0	6
CCOc1ccccc1NC(=O)C1CCCN(S(=O)(=O)c2ccc(OC)c(C)c2)C1 (stereo unspecified)	-0.4	x	1	i	-0.6	6	4	4	-3	34
NS(=O)(=O)c1ccc(Nc2nc(-c3ccc(O)cc3)cs2)cc1	1.2	x	-1	-0.1	-1.9	2	22	-11	-2	-17
CCOc1ccc(C)cc1S(=O)(=O)N1CCCCC1	-1.0	0.8	0	i	u	3	-10	6	5	-1
Cc1cc(C)c2c(-n3cccc3)c(C(=O)NNS(=O)(=O)c3ccc(Br)cc3)sc2n1	-2.2	x	1	-0.4	0.7	17	10	-6	8	29
CN1CCN(CCCOc2ccc(-c3ccccc3)cc2)CC1	-0.3	0.8	-6	-0.2	-2.8	-10	3	-28	0	-2
C#CCn1c(=NC(=O)CN2C(=O)CCC2=O)sc2cccc(OC)c21	-0.1	0.8	-8	-2.6	-0.7	-8	-7	17	-5	5
CCOC(=O)C1C(=O)NC(SCC(=O)Nc2nccs2)=C(C#N)C1c1ccccc1OCC (stereo unspecified)	-0.3	x	-7	1.0	u	x	7	44	-1	-3
C/C(=N\Nc1nc(N)cc(Cl)n1)c1cccc(N)c1	-0.2	3.3	-1	1.1	0.1	7	x	8	-6	4
Cc1ccc(C(=O)OCC(=O)N2CCOCC2)c(C)c1	1.4	0.1	3	-0.2	-0.2	6	-3	12	4	4
CCOC(=O)c1sc(NC(=O)COC(=O)C(CCSC)NC(C)=O)nc1C (stereo unspecified)	0.4	1.1	-1	i	0.0	-13	-5	-2	-1	1
CCCn1c(SCC(=O)Nc2ccccc2Cl)n[nH]c1=O	2.6	0.9	-2	i	0.6	-5	-11	11	1	-2
Cc1cccc(-c2nsc(SCC(=O)Nc3cc(C)on3)n2)c1	-0.4	x	-10	-0.3	0.2	-6	1	32	-2	13
COc1ccc(CNC(=O)C2CCC(=O)N2C(C)C)c(OC)c1 (stereo unspecified)	-0.4	1.0	1	i	-0.2	-13	6	16	-1	4
O=C(c1cc(COc2c(F)cccc2F)on1)N(Cc1ccccc1)CC1CC1	1.1	0.5	-1	-0.3	-0.4	12	-54	-4	3	64*
COC(=O)Cc1c(C)c2ccc(OCC(=O)N3CCCC3)c(C)c2oc1=O	-0.1	0.5	-1	-0.3	-0.3	-55	-8	29	-3	1

Nothing new here: entries from further up.
SMILES	PfHsp40 rescue	TcdB GH inh	Anthrax LF prot	Vc quorum ag	BoNT A protease	CCHF vOTU inh	PriA SSB inh	DUSP3 inh	3CLpro inhibitor	Yp Topo-I inh
CCCn1c(SCC(=O)Nc2ccccc2Cl)n[nH]c1=O	2.6	0.9	-2	i	0.6	-5	-11	11	1	-2
Cc1cccc(-c2nsc(SCC(=O)Nc3cc(C)on3)n2)c1	-0.4	x	-10	-0.3	0.2	-6	1	32	-2	13
COc1ccc(CNC(=O)C2CCC(=O)N2C(C)C)c(OC)c1 (stereo unspecified)	-0.4	1.0	1	i	-0.2	-13	6	16	-1	4
O=C(c1cc(COc2c(F)cccc2F)on1)N(Cc1ccccc1)CC1CC1	1.1	0.5	-1	-0.3	-0.4	12	-54	-4	3	64*
COC(=O)Cc1c(C)c2ccc(OCC(=O)N3CCCC3)c(C)c2oc1=O	-0.1	0.5	-1	-0.3	-0.3	-55	-8	29	-3	1

Next part:
SMILES	PfHsp40 rescue	TcdB GH inh	Anthrax LF prot	Vc quorum ag	BoNT A protease	CCHF vOTU inh	PriA SSB inh	DUSP3 inh	3CLpro inhibitor	Yp Topo-I inh
CN(C(=O)c1ccc(Cl)cc1)C1=CCCCC1CCC#N (stereo unspecified)	-2.2	x	2	0.0	0.3	3	-17	46	2	2
COc1ccccc1CNc1nc(NCCOc2ccccc2)c2sccc2n1	x	0.0	-6	0.5	-0.6	0	x	x	x	8
COc1ccc(OC)c(NC(=S)NCCC(c2ccccc2)c2ccccc2)c1	4.6	3.9	-6	-0.4	0.2	6	28	x	3	-11
NC(=O)C1CCN(C(=S)NCCc2ccccc2)CC1	0.3	3.8	0	-1.7	-0.6	9	5	15	-5	1
COCCCNC(=O)C1CCC(=O)N1Cc1ccccc1Cl (stereo unspecified)	0.2	x	-8	1.0	-0.6	3	-2	-3	3	0
OC(COc1ccccc1F)CN1CCC(Cc2ccccc2)CC1 (stereo unspecified)	-0.6	1.6	-2	-2.3	-4.6	4	-13	1	2	4
O=C(CSc1nnc(NC(=O)c2ccccc2[N+](=O)[O-])s1)NCc1ccco1	4.5	0.0	-2	i	-0.5	-1	8	10	2	-6
CC(=O)c1ccc(NC(=O)CCCC(=O)c2ccccc2)cc1	1.5	2.7	1	0.8	-1.3	3	-1	6	-2	3
FC(F)(F)c1cccc(CNC(=S)Nc2ccccc2)c1	-0.3	x	0	i	-0.3	5	-5	20	6	-7
CCCN(CCC)C(=O)CC(c1ccccc1)c1cc(Br)ccc1O (stereo unspecified)	1.5	x	-1	i	3.6	15	-6	13	3	-5
CCn1cc(S(=O)(=O)Nc2cc(C)ccc2F)cn1	2.9	-1.3	-1	2.2	1.2	-4	-2	18	-13	6
COc1ccc(N(CCOc2ccccc2)S(=O)(=O)c2ccccc2)cc1	0.9	1.2	u	-1.4	0.1	8	-33	x	x	49
CN(C)c1nnnn1-c1ccccc1Oc1ncc(C(F)(F)F)cc1Cl	0.7	9.3	-5	1.0	0.9	-5	-15	11	5	9
COC(=O)c1ccc2nc(-c3ccc(F)cc3)c(Cc3ccccc3OC)n2c1	x	1.0	10	x	2.9	-8	x	x	x	x
O=C(CSc1nnc(Cc2ccccc2)n1-c1cccc(Cl)c1)NNC(=O)Cc1ccccc1	0.7	x	-1	0.7	-0.3	10	-6	2	3	17
CN(C(=O)c1ccccc1)c1nccnc1C#N	-1.4	1.4	-1	i	3.7	-5	2	25	-3	0
COc1ccc(-c2csc(N3CCC(c4ccccc4)CC3)n2)cc1	-1.0	-0.3	-3	2.3	-0.1	2	-6	23	-2	-6
CC(=O)c1cccc(NC(=O)C2(C)Cc3c(-c4ccccc4)ccnc3O2)c1 (stereo unspecified)	x	1.3	2	i	-0.1	1	x	x	x	20
CC1(C)Cc2c(C#N)c(N)n(-c3ccccc3)c(=O)c2CO1	0.5	x	-2	x	-2.0	1	-2	30	-1	-11
CCOc1cccc(C(=O)NC(=S)Nc2ccccc2)c1	0.6	1.5	1	-0.3	-0.3	7	-4	-2	5	18
CCOC(=O)C1C(=O)C(=O)N(C2CCCCC2)C1C(=O)OCC (stereo unspecified)	0.2	6.7	-1	i	-0.2	6	-5	x	x	2
